AID inhibitor = inhibitors of human activation induced cytidine deaminase. 0.32% of 91,000 active. AID 1347428. Q9GZX7. AID deamination FRET fluorescence, UDG-coupled, 4 h. Potency, µM (top dose mostly 115 µM), inactives show at the highest dose activity change, negative = inhibition, hits mostly inhibitors; also: nearly all actives have a fitted effect of over 25% in size
Target sequence (Q9GZX7 whole entry, looked up): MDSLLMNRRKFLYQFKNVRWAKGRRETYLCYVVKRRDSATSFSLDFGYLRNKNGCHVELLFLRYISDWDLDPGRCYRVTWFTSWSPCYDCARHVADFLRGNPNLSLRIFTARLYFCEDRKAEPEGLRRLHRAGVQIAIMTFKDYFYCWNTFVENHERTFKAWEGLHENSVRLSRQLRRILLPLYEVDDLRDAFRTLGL
UDG counter = blocks uracil-DNA glycosylase in AID counter-screen; FRET deamination/UDG coupled assay, UDG read, 4 h; Potency, µM (titrated, usually from 115 µM), for the others: at the top dose activity change, negative = inhibition, usual class: inhibitors; 0.14% of 91,000 active; AID 1347430; also: nearly all actives have a fitted effect of over 65% in size
An asterisk follows results filed as active; ? = inconclusive; [ ] = remark or other dose. Calls follow the shape of the dose curve; as a rule, active = well fitted curve in the direction sought with a large enough effect; inconclusive = small, poorly fitted or top-dose-only effect, or another doubt; inactive = no such curve, though single readings can be large; an effect the other way counts as inactive or inconclusive. % is scaled to controls: 0 for no effect and ±100 for the full control effect; potency is read from the fitted curve at half-maximal effect.

SMILES | AID inhibitor | UDG counter
COc1ccc(-c2c(C)c3cc(OC(=O)N4CCOCC4)ccc3oc2=O)cc1OC | 2% | 5%
CCOc1ccc(NC(=O)c2cc3c(n(-c4ccc(OC)cc4)c2=O)CC(C)(C)CC3=O)cc1 | -15% | -14%
COc1ccc(NC(=O)c2c(NCc3ccc(OC)c(OC)c3OC)sc3c2CCC3)c(OC)c1 | 268%[activator] | -1%
COc1ccc(/C(=N/OC(=O)c2ccc(Cl)cc2)c2nccc3cc(OC)c(OC)cc23)cc1OC | 44%[activator] | 7%
COc1ccc(Cl)cc1NC(=O)c1sc2nc3c(cc2c1N)CN(C)CC3 | 10% | -7%[57.5 µM]
CCOC(=O)CCN(C)Cc1ccc(OC)c(OC)c1 | 3% | -5%
CC(=O)NCCc1ccccc1C | -3% | -2%
Cc1c(C(=O)Nc2cccc(Cl)c2)oc2ccc(S(=O)(=O)N3CCCCCC3)cc12 | -2% | -8%
Cc1[nH]c2ccc(C(=O)N3CCC(C(=O)N4CCCCCC4)CC3)cc2c1C | 6% | 6%
CCN1CCCC1CNC(=O)c1c(C)nn(-c2ccc(F)cc2)c1-n1cccc1 (stereo not given) | -6% | 11%
O=C(CCc1nc(CN2CCN(S(=O)(=O)c3ccc(Br)cc3)CC2)no1)N1CCCCC1 | 5% | -16%
O=C(NC1CCCC1)c1ccc2c(c1)N(Cc1ccccc1)C(=O)c1ccccc1S2 | -21% | -9%
Cc1ccc2c(c1)-c1ncc(C(=O)c3ccccc3O)cc1CO2 | 3% | -4%
N#Cc1ccc(C(=O)NCCc2ccco2)cc1 | 0% | 6%
Cc1c(CNCCCc2ccccc2)c(C(=O)O)c(C)n1Cc1ccc(Cl)cc1 | -18% | -8%
Cc1ccc2c(c1)c1c(c(=O)n(-c3ccccc3)c(=O)n1CC(=O)c1ccc(Cl)cc1)n2C | 0% | -4%
CC(C)CC(=O)Nc1ccc2nc(SCC(=O)N3CCc4ccccc43)sc2c1 | 21% | -1%
COc1ccc(C2(CNC(=O)C(=O)Nc3ccc(F)cc3)CCCC2)cc1OC | 11% | -4%
COc1cc(C(=O)N2CCN(C(=O)COc3cccc(C)c3)CC2)cc(OC)c1OC | 14%[57.5 µM] | -3%[57.5 µM]
CCOc1ccc(N(C(=O)c2ccc(C)cc2)S(=O)(=O)c2ccc3c(c2)n(C)c(=O)n3C)cc1 | 10% | -1%
Cc1cccc(C(=O)Nc2ccccc2OCc2cc(=O)n3cc(C)ccc3n2)c1 | 0% | 21%
Cn1nnnc1NCc1ccc(-c2ccc(Br)cc2)o1 | -5% | 7%
Cc1cccc(Cn2c(=O)n(CC3CCC(C(=O)N4CCC(C)CC4)CC3)c(=O)c3sccc32)c1 (stereo not given) | ? | -2%
CN(CC(=O)Nc1ccccc1OC(F)(F)F)S(=O)(=O)c1ccc2ccccc2c1 | 1% | 0%

Some of the entries above, set out differently:
SMILES	AID inhibitor	UDG counter
COc1ccc(NC(=O)c2c(NCc3ccc(OC)c(OC)c3OC)sc3c2CCC3)c(OC)c1	268%[activator]	-1%
COc1ccc(/C(=N/OC(=O)c2ccc(Cl)cc2)c2nccc3cc(OC)c(OC)cc23)cc1OC	44%[activator]	7%
COc1ccc(Cl)cc1NC(=O)c1sc2nc3c(cc2c1N)CN(C)CC3	10%	-7%[57.5 µM]
CCOC(=O)CCN(C)Cc1ccc(OC)c(OC)c1	3%	-5%
CC(=O)NCCc1ccccc1C	-3%	-2%
Cc1c(C(=O)Nc2cccc(Cl)c2)oc2ccc(S(=O)(=O)N3CCCCCC3)cc12	-2%	-8%
Cc1[nH]c2ccc(C(=O)N3CCC(C(=O)N4CCCCCC4)CC3)cc2c1C	6%	6%
CCN1CCCC1CNC(=O)c1c(C)nn(-c2ccc(F)cc2)c1-n1cccc1 (stereo not given)	-6%	11%
O=C(CCc1nc(CN2CCN(S(=O)(=O)c3ccc(Br)cc3)CC2)no1)N1CCCCC1	5%	-16%
O=C(NC1CCCC1)c1ccc2c(c1)N(Cc1ccccc1)C(=O)c1ccccc1S2	-21%	-9%
Cc1ccc2c(c1)-c1ncc(C(=O)c3ccccc3O)cc1CO2	3%	-4%
N#Cc1ccc(C(=O)NCCc2ccco2)cc1	0%	6%
Cc1c(CNCCCc2ccccc2)c(C(=O)O)c(C)n1Cc1ccc(Cl)cc1	-18%	-8%
Cc1ccc2c(c1)c1c(c(=O)n(-c3ccccc3)c(=O)n1CC(=O)c1ccc(Cl)cc1)n2C	0%	-4%
CC(C)CC(=O)Nc1ccc2nc(SCC(=O)N3CCc4ccccc43)sc2c1	21%	-1%
COc1ccc(C2(CNC(=O)C(=O)Nc3ccc(F)cc3)CCCC2)cc1OC	11%	-4%
COc1cc(C(=O)N2CCN(C(=O)COc3cccc(C)c3)CC2)cc(OC)c1OC	14%[57.5 µM]	-3%[57.5 µM]
CCOc1ccc(N(C(=O)c2ccc(C)cc2)S(=O)(=O)c2ccc3c(c2)n(C)c(=O)n3C)cc1	10%	-1%
Cc1cccc(C(=O)Nc2ccccc2OCc2cc(=O)n3cc(C)ccc3n2)c1	0%	21%

Continuation:
SMILES | AID inhibitor | UDG counter
Cc1ccc2oc(-c3ccccc3F)cc(=O)c2c1 | -12% | -8%
Cc1nc(N2CCS(=O)CC2)c2c(-c3ccccc3)csc2n1 | -1% | 3%
Cc1cc(C)cc(C(=O)NC23CC4CC(CC(C4)C2)C3)c1 | -5% | -10%
Cc1ccc(N(C)S(=O)(=O)c2ccc(-c3coc(C)n3)cc2)cc1 | ? | -4%
Cc1ccc(/C=C/c2onc(C)c2S(=O)(=O)N2CCC(C(=O)N3CCN(c4cccc(C)c4)C(C)C3)CC2)cc1 (stereo not given) | -25% | -9%
COc1cccc(CNC(=O)c2sc3nc4n(c(=O)c3c2C)CCC4)c1 | ? | 11%
CC1CCCC(C)N1C(=O)CSc1nc2cc(Cl)ccc2s1 (stereo not given) | 2% | 6%
COc1cc(C(=O)Nc2cccc(O)c2)c2ccccc2n1 | 3% | 8%
CCOc1ccc(C(=O)Nc2sc(C)c(CC)c2C#N)cc1 | 24% | -5%
CCOC(=O)c1ccc(NC(=O)C2CCCN(c3ncnc4onc(C)c34)C2)cc1 (stereo not given) | 9% | 6%
CN(CC(=O)NC(=O)NC1CCCC1)Cc1ccc(C(F)(F)F)cc1 | -4% | -11%
Cc1ccccc1Cn1c(=O)n(CCc2ccccc2)c(=O)c2sc3ccccc3c21 | 0% | -1%
Cc1cccc(S(=O)(=O)c2cn(Cc3ccccc3)c3cc(N4CCCC(C)C4)c(F)cc3c2=O)c1 (stereo not given) | -3% | -2%
COCCNC(=O)C(=O)NCC(c1cccnc1)N1CCN(c2ccccc2)CC1 (stereo not given) | 3% | 2%
O=C(NCCCNC(=O)c1ccc(Cl)cc1Cl)c1nc2ccccc2c(=O)[nH]1 | -19% | -17%
CC(=O)NNC(=S)NCC(C)C | 15% | 8%
O=C(COc1ccc(Cl)cc1Cl)Nc1ccc(C(=O)OC2CCCCC2)cc1 | -6% | -6%
CN(Cc1ccsc1)C(=O)Cc1ccc(-c2ccccc2)cc1 | -8% | -6%
CC(=O)Nc1cccc(-c2nc(-c3ccccc3)no2)c1 | 0% | 7%
COc1ccc(NC(=O)c2oc3ccccc3c2NC(=O)Cc2coc3c(C)c(C)ccc23)cc1 | -30% | -23%
Nc1ccc(Sc2ccccc2)c(Cl)c1 | -4% | -9%
CCOc1ccc(-n2c(SCC(=O)Nc3ccc4c(c3)OCCO4)nc3c([nH]c4ccccc43)c2=O)cc1 | 0% | -4%
CC(C)CCNC(=O)CSCc1coc(-c2ccc(Cl)cc2)n1 | -16% | -16%
CCCCN1CCN(C(=O)c2ccccc2OCc2nc(-c3ccc(C)cc3)no2)CC1 | -11% | -4%
O=C(Nc1ccc(Cl)cc1C(F)(F)F)c1cccc(I)c1 | 4% | 5%
Cc1ccc(Cl)cc1-n1ccc2c(cnc3nc(C(F)(F)F)nn32)c1=O | 13% | 9%
CCOc1ccc(NC(=O)C(=O)NCCc2csc(-c3ccc(F)cc3)n2)cc1 | ? | 39%[activator]
Cc1cccc(CSc2nc3cccnc3n2Cc2ccc(C(=O)NCc3cccs3)cc2)c1 | 4% | -2%[57.5 µM]
O=C(Nc1ccc(C(=O)N2CCN(c3cccc(Cl)c3)CC2)cc1)c1nsc2ccccc12 | -16% | -6%
COc1ccc(-c2cc(C(=O)Oc3ccc(Cl)cc3)c3ccccc3n2)cc1 | -8% | -5%
COc1ccc(N2CCN(C(=O)c3cn(C)c4ccc(S(=O)(=O)N(C)C5CCCCC5)cc4c3=O)CC2)cc1 | 40%[activator][57.5 µM] | -4%[57.5 µM]
Cc1cc(O)c(C(c2cccc(F)c2)N2CCN(c3ccccc3)CC2)c(=O)n1Cc1ccco1 (stereo not given) | 6% | 56%[activator]
CCCOc1ccc(C(=O)NCc2coc(-c3cccs3)n2)cc1 | -11% | -16%
COc1ccc(CCNC(=O)c2ccc3c(c2)c(C)c(C)n3Cc2ccc(F)cc2)c(OC)c1OC | -17% | 17%
O=C(Nc1ccccc1C(F)(F)F)c1nn(-c2ccc(Cl)cc2)ccc1=O | 0% | -4%
CCCCC(CC)CNC(=O)CN1C(=O)CSc2ccc(S(=O)(=O)N3CCOCC3)cc21 (stereo not given) | 11% | 14%
CCCCCCCCCOc1ccc(C#N)c(O)c1 | -1% | 4%
CCN(CC)CCn1c(=N)n(CC(O)COc2ccccc2C)c2ccccc21 (stereo not given) | -4% | -6%
COC(=O)c1c(-c2cccs2)csc1NC(=O)c1ccc(C(C)C)cc1 | 3% | -5%
CCC(C(=O)NN1CCCCC1)c1ccccc1 (stereo not given) | 1% | -4%
COc1ccc(CNC(=O)/C(C)=C/c2ccccc2)cc1 | 1% | -4%
CCC(CO)NC(=S)Nc1cccc(C)c1 (stereo not given) | -4% | -6%
Nc1nnnn1NCc1cc(Cl)ccc1OCc1ccc(Cl)cc1Cl | -11% | -1%
Cc1cc(NC(=O)c2cc(-c3cccc(Cl)c3)on2)nn1Cc1ccc(Cl)cc1 | 2% | -15%
CCc1cccc(C)c1NC(=O)CN1C(=O)C2(SCC(=O)N2c2cc(C)cc(C)c2)c2ccccc21 (stereo not given) | ? | 11%
CS(=O)(=O)NCCC(=O)O | -4% | -6%
COc1ccc(C(=O)Oc2ccccc2C(C)=O)cc1Br | 2% | -5%
C=CC(N)CCC(=O)O (stereo not given) | 6% | 10%
COc1cccc(Cn2c(NCc3ccc(C)cc3)nc3c2c(=O)n(C)c(=O)n3C)c1 | 28%[57.5 µM] | -8%[57.5 µM]
O=C(CC1C(=O)OCCN1Cc1ccccc1)Nc1cccc(Cl)c1 (stereo not given) | -4% | ?
CCCNC(=O)c1ccc2[nH]c(C)c(C)c2c1 | 5% | 1%
O=C(CCc1ncc(-c2ccccc2)o1)Nc1ccncc1 | -7% | -4%
COc1cccc(N2CCN(C(=O)C3CCN(S(=O)(=O)c4c(C)noc4/C=C/c4ccccc4F)CC3)CC2)c1 | -1% | -8%
Cc1ccc(-c2cc(-c3ccc(C)cc3C)[nH]n2)c(C)c1 | -16% | -10%
CCOc1ccc(NC(=O)Cn2c(=O)n(CCCS(=O)(=O)C3CCCCC3)c(=O)c3ccccc32)cc1 | 15% | -3%
CC1CCCN(C(=O)c2cc(-c3cccnc3)nc3ccc(Cl)cc23)C1 (stereo not given) | -2% | -1%
CCc1ccc(-c2cc(C)no2)cc1S(=O)(=O)Nc1ccc(Cl)cn1 | 25% | 12%
Cc1c(Cl)cccc1N(CC(=O)NCCN1CCOCC1)S(=O)(=O)c1ccccc1 | 3% | 5%
COc1cc2c(=O)c(S(=O)(=O)c3ccc(F)cc3)cn(Cc3ccccc3C)c2cc1OC | -19% | -2%
Cc1ccccc1Nc1c(-c2ccc(O)cc2)nc2c(C)cccn12 | 6% | -1%
Other compounds:
SMILES | AID inhibitor | UDG counter
CC(=O)c1ccc(OC(=O)c2cnc(C)cn2)cc1 | 14% | 6%
O=C(O)CCn1cnc2onc(-c3ccccc3Cl)c2c1=O | ? | -15%
CCCCCC(=O)N/N=C/c1ccc(C(C)C)cc1 | -4% | 0%
CCCc1nnc2sc(COc3ccc(Br)cc3)nn12 | -20% | ?
CCCC(=O)Nc1nnc(S(=O)(=O)N2CCCCCC2)s1 | 33%[activator] | 12%
Cc1cccc(C(=O)Nc2nc(-c3nnn(-c4cc(C)ccc4C)c3C)ns2)c1 | 1% | -8%
Cc1oc(-c2ccccc2)nc1CC(=O)NCCc1ccc(F)cc1 | -6% | -14%
CC(C)Oc1ccc(NC(=O)CCc2c[nH]c3ccccc23)cc1 | -5% | -6%
Cn1nc(C(=O)Nc2ccnn2Cc2cccc(Cl)c2)c2ccccc2c1=O | -13% | 7%
CC(=O)c1ccc(S(=O)(=O)NCCC(=O)N2CCN(CC(=O)Nc3cccc(F)c3)CC2)cc1 | 3% | -2%
O=C(O)c1cc(NC2(c3ccccc3)C(=O)c3ccccc3C2=O)ccc1Cl | 32%[activator] | 1%
COc1ccccc1NC(=O)CCn1cnc2ccccc2c1=O | 0% | -6%
O=C(Nc1ccncc1)C1CCN(C(=O)c2ccc3ccccc3n2)CC1 | -9% | -9%
COc1ccc(-c2ccc(=O)n(CC(=O)Nc3ccc(OC)c(OC)c3)n2)cc1 | 17% | ?
Cc1ccc(Cl)cc1NC(=O)C1CCN(c2nnc(C)c3c(C)n(-c4ccccc4)nc23)CC1 | -11% | 2%
CCOc1ccc(NC(=O)Cc2c[nH]c3ccccc23)cc1 | 57%[activator] | -1%
OC(CN(CC1CCOC1)C1CC1)c1ccc(C(F)(F)F)cc1 (stereo not given) | 3% | 7%
CC(C)C(NC(=O)C(NC(=O)C1O[C@@H]2OC(C)(C)O[C@@H]2[C@H]2OC(C)(C)O[C@@H]12)C(C)C)C(=O)O (stereo not given in full) | 0% | 4%
CC(NC(=O)C12CC3CC(CC(Cl)(C3)C1)C2)c1ccc(Cl)cc1 (stereo not given) | 1% | -7%

Not all compounds are listed; rates above refer to the full screens.
